# Screening results (PubChem)
# MITF primary: inhibitors of human MITF | AlphaScreen MITF homodimerization, bead proximity signal | inhibition, % at 2.6 µM | 650,000 compounds, 0.91% hits; in the data active means inhibition above about 50%;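 further: 0% = vehicle wells with protein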
# FBW7 activator: human FBW7 E3 ligase activation, primary screen. normalized activity (activation), % at 26.1 µM. 650,000 compounds, 0.13% hits. AlphaScreen FBW7–phospho-cyclin E peptide binding, activator screen. Q969H0; in the data active means normalized activity above about 1.9%;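 further: purified mutant Fbw7 with reduced substrate affinity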
# Target sequence (Q969H0 whole entry, looked up): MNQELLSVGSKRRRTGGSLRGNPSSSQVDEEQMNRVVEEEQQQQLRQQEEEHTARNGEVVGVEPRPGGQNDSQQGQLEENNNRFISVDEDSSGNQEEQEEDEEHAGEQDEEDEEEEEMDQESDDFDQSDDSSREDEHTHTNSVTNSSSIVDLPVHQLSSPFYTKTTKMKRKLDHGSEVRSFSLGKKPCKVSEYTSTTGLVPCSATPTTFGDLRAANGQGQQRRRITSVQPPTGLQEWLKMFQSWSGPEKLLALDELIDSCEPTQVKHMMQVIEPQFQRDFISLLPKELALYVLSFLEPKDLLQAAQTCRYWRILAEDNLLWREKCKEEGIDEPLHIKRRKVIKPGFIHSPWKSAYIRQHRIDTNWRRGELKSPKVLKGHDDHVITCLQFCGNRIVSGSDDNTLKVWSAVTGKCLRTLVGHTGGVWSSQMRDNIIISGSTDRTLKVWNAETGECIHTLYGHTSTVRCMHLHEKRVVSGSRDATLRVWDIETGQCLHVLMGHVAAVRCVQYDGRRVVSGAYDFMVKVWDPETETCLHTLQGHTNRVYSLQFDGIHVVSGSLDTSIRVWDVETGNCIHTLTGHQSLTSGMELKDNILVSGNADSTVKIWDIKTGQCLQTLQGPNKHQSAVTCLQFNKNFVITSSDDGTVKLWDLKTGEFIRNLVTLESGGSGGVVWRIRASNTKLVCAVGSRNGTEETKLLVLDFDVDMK
# TEAD-YAP block: TEAD-YAP interaction inhibition; HEK-TIYL cells, TEAD-Gal4/YAP UAS-luciferase luminescence; inhibition, % at 9.12 µM; 640,000 compounds, 1.4% hits; AID 1259422; in the data active means inhibition above about 32%;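 further: 0% = median of test compound wells and 100% = reference inhibitor wells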
# GPR151 ag: activates the human receptor GPR151 | Q8TDV0 | PathHunter beta-arrestin GPR151 cells, luminescence | activation, % at 11.2 µM | 650,000 compounds, 1% hits; in the data active means activation above about 4.9%;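 further: 0% = median of compound wells and 100% = cells with positive control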
# * marks the source's active call; other numbers are inactive results.
entry	structure	MITF primary	FBW7 activator
1	CCNc1nc(NC(C)C)nc(Oc2ccc(OCC(=O)OC)nn2)n1	12	0.0
2	CCOc1ccccc1C1C(C#N)=C(SCC(=O)Nc2ccc(C)cc2)NC(C)=C1C(=O)Nc1ccccc1 (stereo not given)	6	0.0
3	CC(C)C(=O)Nc1ccc(N2CCN(S(C)(=O)=O)CC2)cc1	7	0.3
4	O=C(CN(C1CCCCC1)S(=O)(=O)c1ccccc1)N1CCCCCC1	-3	-0.3
5	COc1ccc(OC(C)C(=O)Nc2ccc(OC)cc2OC)cc1 (stereo not given)	6	-0.2
6	CC(=O)c1ccc(OCCCC(=O)Nc2cccc(F)c2)cc1	8	0.1
7	Cc1cccc(C)c1-n1c(=S)sc2c(=O)n(-c3cccc(Cl)c3)c(SCc3ccc(Cl)cc3)nc21	-7	0.3
8	COc1ccc(CCn2c(SCC(=O)C(C)(C)C)nc3ccsc3c2=O)cc1OC	0	-0.1
9	O=C(Nc1ccccc1Br)c1ccc(CN2CCOCC2)cc1	10	0.0
10	CCN1CCN(CCCNC(=O)c2cn(-c3ccc(F)cc3F)c(=O)c3ccccc23)CC1	9	-0.2
11	COc1cc(OC)c(NC(=O)Cc2nn(C)c(=O)c3ccccc23)cc1Cl	-8	-0.1
12	O=C1[C@@H]2CCCN2C(=O)c2ccccc2N1Cc1ccc(F)cc1	5	0.0

entry	TEAD-YAP block	GPR151 ag
1	3	-0.3
2	9	0.7
3	-5	-0.1
4	0	2.4
5	6	0.8
6	7	-1.9
7	-35	-0.5
8	-7	0.0
9	2	0.1
10	-9	1.2
11	0	1.5
12	12	-0.4

# Following part
entry	structure	MITF primary	FBW7 activator
13	NC(=O)CSc1nnc(NC(=O)c2ccc(Cl)cc2Cl)s1	-2	-0.2
14	Cc1cccc(C)c1-n1c(SCc2cccc(F)c2)nc2c(sc(=S)n2CCc2ccccc2)c1=O	5	0.0
15	Cc1cc(Cl)ccc1N(CC(=O)N1CCCC1)S(=O)(=O)c1ccccc1	16	0.2
16	COc1ccc(C(=O)NN2C(=O)c3cccc4cccc(c34)C2=O)cc1	2	0.1
17	O=c1c2ccccc2nc(SCc2cc(F)cc3c2OCOC3)n1CCc1ccccc1	6	-0.2
18	CC1CCC(N2CCN(S(=O)(=O)c3ccccc3)CC2)CC1 (stereo not given)	37	-0.2
19	O=C(Nc1ccc2oc(-c3ccccc3F)nc2c1)c1ccccc1Cl	1	0.8
20	CCOC(=O)Nc1sc(C(=O)N(CC)CC)c(C)c1C(=O)OCC	-3	-0.2
21	COc1ccc(CNC(=O)Cn2ncn3c(cc4ccccc43)c2=O)cc1	-3	-0.2
22	Cn1c(=O)n(CCOc2ccccc2Cl)c2ccccc21	19	0.6
23	Cc1cc(Br)cc(C)c1NC(=O)c1nccnc1C(=O)O	5	0.4
24	O=C(Nc1ccccc1C(F)(F)F)N1CCc2ccccc21	-19	0.0

entry	TEAD-YAP block	GPR151 ag
13	-33	-0.2
14	9	-0.4
15	8	-0.7
16	-9	0.3
17	-21	-1.3
18	7	0.6
19	-54	-0.8
20	-9	-0.6
21	1	0.4
22	-76	-1.0
23	17	1.3
24	-18	-0.9

# (cont.)
entry	structure	MITF primary	FBW7 activator
25	CC1CCc2c(sc3ncnc(SCC(N)=O)c23)C1 (stereo not given)	4	-0.1
26	CC(CNC(=O)Cn1ncn2cccc2c1=O)c1ccccc1 (stereo not given)	7	-0.1
27	CCOC(=O)/C(N=Nc1ccc(S(N)(=O)=O)cc1)=C(\C)O	19	0.2
28	CN(C1CCCCC1)S(=O)(=O)c1ccc(NC(=O)c2ccc(F)cc2)cc1	8	0.0
29	COc1ccc(S(N)(=O)=O)cc1C(=O)NCCC(C)C	4	0.0
30	O=S(=O)(c1cccc2nsnc12)N1CCC(CO)(Cc2ccccc2)CC1	5	-0.1
31	CCn1nc(C)c(CNc2nncc(-c3cccc(Cl)c3)n2)c1C	-11	-0.3
32	C=CCOC(=O)CCCC(=O)Nc1ccc(I)cc1	13	0.2
33	COc1cc(/C=c2/sc3nc4ccccc4n3c2=O)cc(I)c1OCc1ccccc1Cl	9	-0.1
34	CCCN1C(=O)/C(=C/c2nc3ccccc3c(=O)n2CC)c2ccccc21	31	-0.1
35	Cc1cc(NC(=O)CSc2nc(NC3CCCCC3)c3ccccc3n2)n[nH]1	4	-0.1
36	Cn1c(-c2ccc(O)cc2)n[nH]c1=S	3	0.5

entry	TEAD-YAP block	GPR151 ag
25	3	1.0
26	-7	1.0
27	4	0.1
28	4	4.8
29	8	0.9
30	0	-0.7
31	-18	-1.7
32	-3	-1.1
33	14	-1.2
34	-8	-0.9
35	-6	1.8
36	-4	-0.3

# Next section:
entry	structure	MITF primary	FBW7 activator
37	Cc1cccc(OCC(=O)N2CCc3ccccc32)c1	0	0.2
38	COc1ccc(OCCOC(=O)c2nc3nccc(C)n3n2)cc1	6	0.0
39	CCN(CC(=O)NCc1ccc(Cl)cc1)C(=O)CSc1nnc2nc(C)cc(C)n12	8	0.1
40	O=C(Nc1ccc(-c2cc3ccccc3oc2=O)cc1)c1cc(I)ccc1Cl	4	-0.1
41	CCOC(=O)C1CCCN(C(=O)CC2(c3ccccc3)CC(=O)N(CCCOC)C2=O)C1 (stereo not given)	18	0.2
42	Cc1ccc2c(c1)c(=O)c(C(=O)c1ccccc1)cn2CC(=O)Nc1ccc2c(c1)OCO2	21	0.2
43	COc1ccc(-c2ccc3c(N)c(C(=O)NC(C)C)sc3n2)cc1OC	-3	0.3
44	CSc1nnc2c(n1)OC(c1cccc(F)c1)Nc1ccccc1-2 (stereo not given)	9	-0.1
45	NC(=O)c1cnn(-c2ncc(C(F)(F)F)cc2Cl)c1N	13	0.0
46	CCCSc1nc2sc3c(c2c(=O)n1CCc1ccccc1)CCC3	6	0.4
47	Cn1c(=NC(=O)c2cc(-c3cccs3)nc3ccccc23)sc2c3ccccc3ccc21	4	-0.1
48	O=C(Nc1ccc(S(=O)(=O)Nc2nccs2)cc1)N1c2ccccc2Sc2ccccc21	-1	0.0

entry	TEAD-YAP block	GPR151 ag
37	-28	-2.3
38	-8	3.0
39	5	-2.3
40	-3	0.4
41	-24	-0.3
42	-4	0.7
43	0	-0.9
44	-7	0.3
45	-4	-0.1
46	8	-2.6
47	-5	1.5
48	-3	-1.2

# The results go on:
entry	structure	MITF primary	FBW7 activator
49	C=CC[N+]1(C)Cc2cc3ccccc3cc2C1	22	0.6
50	Cc1ccc(S(=O)(=O)N(C)c2ccc(OCC(=O)Nc3ccccc3Cl)cc2)cc1	-9	0.1
51	Cc1cc(C(=O)N2CCOCC2)nn1CC(=O)Nc1ccc(F)c(Cl)c1	1	-0.2
52	CC(C(=O)N/N=C/c1ccncc1)n1nnc2ccccc21 (stereo not given)	27	0.1
53	COCCn1cnc2sc(C(=O)Nc3cc(OC)c(OC)c(OC)c3)c(C)c2c1=O	15	0.1
54	Cc1nc2ccc(I)cn2c1/C=N/NCCC#N	10	0.0
55	CCC1(C)CC(=O)c2c(ccc3oc(C(=O)NCc4ccco4)c(C)c23)O1 (stereo not given)	-3	-0.1
56	COc1ccccc1CC(NC(C)=O)C(=O)N1CCN(C(=O)c2cccs2)CC1 (stereo not given)	-3	0.2
57	COc1cccc(Cn2c(=O)n(CCc3ccc(OC)c(OC)c3)c(=O)c3cccnc32)c1	3	0.0
58	O=C(O)c1ccc(Sc2ncn[nH]2)c([N+](=O)[O-])c1	7	-0.1
59	CCOc1ccc(/C(O)=C2/C(=O)C(=O)N(CCN(CC)CC)C2c2ccc(OC)cc2)c(C)c1 (stereo not given)	0	1.0
60	COc1cc(N2CCN(S(=O)(=O)Cc3ccccc3)CC2)nc(OC)n1	-11	0.0

entry	TEAD-YAP block	GPR151 ag
49	-10	-0.8
50	-5	0.3
51	-17	-0.1
52	2	-0.9
53	5	-0.3
54	-3	0.5
55	-30	0.3
56	10	-1.7
57	-6	-1.4
58	1	-1.0
59	8	1.0
60	6	0.6

# Remaining list, next part.
entry	structure	MITF primary	FBW7 activator
61	Cc1ccc(NC(=O)NCc2ccco2)cc1	23	0.6
62	Cc1ccc(O)c(Nc2ncnc3ccc(Br)cc23)c1	2	-0.1
63	COCCNc1ccc2ncc(-c3ccc(C#N)cc3)n2n1	7	0.6
64	CC(=O)N1CSCC1C(=O)N1CCN(c2ccc(N3CCOCC3)nn2)CC1 (stereo not given)	-17	0.3
65	COCCCNc1nc(CN2CCCCC2c2cccnc2)nc2ccc(C)cc12 (stereo not given)	18	0.0
66	CCOC(=O)C1(CCCc2ccccc2)CCN(C(=O)c2cc(C(C)=O)n[nH]2)CC1	5	0.3
67	CCCCCCCc1c(O)nc(SCCN(CCC)CCC)n(-c2ccccc2)c1=O	3	0.3
68	O=C(N1CCN(c2ccccc2)CC1)C(F)(F)F	15	-0.1
69	O=C(CN1CCCCCCC1)N/N=C/c1cccc(Br)c1	28	-0.1
70	CCc1ccc(NC(=S)N(Cc2cccs2)C2CCCC2)cc1	10	0.2
71	N/C(=N\c1nc2c(c(=O)[nH]1)CCC2)Nc1ccc2c(c1)OCCO2	-18	-0.1
72	O=c1c2ccccc2nc(/C=C/c2cccc3ccccc23)n1-c1ccc(F)c(Cl)c1	15	0.1

entry	TEAD-YAP block	GPR151 ag
61	-18	-0.4
62	-18	0.6
63	6	-0.5
64	-12	0.5
65	8	-0.1
66	-7	1.0
67	2	-0.8
68	4	0.1
69	-10	-0.8
70	1	-0.2
71	2	0.8
72	3	1.1

# (next part)
entry	structure	MITF primary	FBW7 activator
73	CC(C)NC(=O)CSc1nnc(-c2cccs2)n1C	33	-0.1
74	CC(Nc1cc(N2CCN(S(=O)(=O)N(C)C)CC2)ccc1[N+](=O)[O-])c1ccccc1 (stereo not given)	0	-0.1
75	CSCCC(NC(N)=O)C(=O)NCc1ccccc1Cl (stereo not given)	-1	-0.1
76	Oc1ccc(CCNc2nc(-c3ccc(N4CCOCC4)nc3)nc3c2ncn3-c2ccccc2)cc1	12	0.5
77	CCN(CC)S(=O)(=O)c1ccc(Nc2ncnc3c2nc2n3CCCCC2)cc1	7	0.0
78	COc1ccc2cc(C#N)c(SCC(=O)NCCc3ccc(OC)c(OC)c3)nc2c1	1	0.1
79	Cc1c(CNC2CCC(C)CC2)c(C(=O)O)c(C)n1Cc1ccccc1F (stereo not given)	15	-0.1
80	O=C(CCS(=O)(=O)c1ccc2c(c1)OCC(=O)N2)Nc1ccc(Cl)cc1F	-11	0.0
81	COc1ccc(CCNC2CC(=O)N(c3ccccc3F)C2=O)cc1 (stereo not given)	0	0.0
82	CCOC(=O)C1(C)NC(c2ccco2)C2C(=O)N(c3ccc(C)cc3)C(=O)C21 (stereo not given)	-2	0.3
83	O=c1[nH]c2cc3ccccc3c(=O)n2c2ccccc12	9	0.2
84	Cc1cc(C)nc(NS(=O)(=O)c2ccc(NC(=O)/C=C/c3ccc(F)cc3)cc2)n1	-5	-0.1

entry	TEAD-YAP block	GPR151 ag
73	-1	2.4
74	-5	-1.1
75	9	0.6
76	41*	3.0
77	7	1.6
78	8	0.2
79	-8	-0.6
80	-4	-3.3
81	5	-1.9
82	4	1.9
83	0	1.3
84	-8	0.5

# Full records, quoted from the list. Screens in order: MITF primary, FBW7 activator, TEAD-YAP block, GPR151 ag
# Record of O=C(CCS(=O)(=O)c1ccc2c(c1)OCC(=O)N2)Nc1ccc(Cl)cc1F = -11, 0.0, -4, -3.3
# Record of Oc1ccc(CCNc2nc(-c3ccc(N4CCOCC4)nc3)nc3c2ncn3-c2ccccc2)cc1 = 12, 0.5, 41*, 3.0
# Record of CCN(CC)S(=O)(=O)c1ccc(Nc2ncnc3c2nc2n3CCCCC2)cc1 = 7, 0.0, 7, 1.6

# More structures
entry	structure	MITF primary	FBW7 activator
85	CC(C)n1c2ccccc2c2n[nH]c(=S)nc21	-14	0.0
86	CNC(=S)N1CCN(c2nccnc2NS(=O)(=O)c2ccccc2C)CC1	-7	-0.1
87	COc1ccc(CCC(=O)Nc2ccc(/C(N)=N/O)cc2)cc1	3	-0.1
88	COCCNC(=O)CN(Cc1ccc(F)cc1)C(=O)Cn1nnc2ccccc21	-4	0.2
89	COCCN1C(=O)CC(CC(=O)NCc2ccc(F)cc2F)(c2ccccc2C)C1=O (stereo not given)	0	0.1
90	O=C(O)c1ccc2nc(CO)[nH]c2c1	19	1.3
91	CCOC(=O)c1ccc(NC(=S)N(CCCN2CCOCC2)Cc2cccnc2)cc1	-2	-0.1
92	CCOCCc1nnc(NC(=O)c2ccccc2SCC)s1	7	0.2
93	COC(=O)C1C(=O)NC(SCC(=O)Nc2ccc(Br)cc2)=C(C#N)C1c1ccccc1[N+](=O)[O-] (stereo not given)	-10	-0.3
94	COc1cccc(C2CC(c3cccs3)=NN2C(=O)CSc2ncccn2)c1OC (stereo not given)	1	0.1
95	O=C(c1ccc(Cl)s1)N1CCN(c2nc3c(F)cccc3s2)CC1	19	0.1
96	O=C(C1COc2ccccc2O1)N1CCN(c2cccc(Cl)c2)CC1 (stereo not given)	1	0.1

entry	TEAD-YAP block	GPR151 ag
85	-4	6.7*
86	15	0.8
87	5	-0.4
88	2	-0.5
89	-31	-1.5
90	-1	-0.4
91	5	-0.9
92	-5	-1.0
93	17	0.2
94	1	1.3
95	-1	-2.2
96	-1	0.5
